M18AAP inhibitor: blocks P. falciparum M18 aspartyl aminopeptidase; recombinant PfM18AAP, H-Glu-NHMec fluorogenic cleavage; inhibition, % at 7.35 µM; 1.2% of 290,000 active;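 active = inhibition above the campaign mean inhibition over all tested compounds plus 3 SD, cut at about 28% in these data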;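 note: 0% = plate median of test compound wells and 100% = 2 mM ZnCl2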
UBC9 SUMO inh: inhibitors of human SUMOylation (UBC9) | P63279 | HTRF SUMOylation assay, SAE1/SAE2 + UBC9, in vitro | inhibition, % at 35 µM | 0.36% of 290,000 active | AID 2006; in the data active = inhibition above about 50%, passing the limit was not always enough; note: strong numbers were not always called active
MEKK2 WT-MEK5: raises or lowers MEK5 binding to wildtype human MEKK2 PB1 domain; Q9Y2U5; bead flow cytometry, Alexa488-MEK5 binding to MEKK2 WT; actives lie on both sides; binding response (% of control), % at 10 µM; 1.1% of 290,000 active; AID 1531; in the data active = binding response below about 67% or above about 130%
IDE cell inh: inhibits human insulin-degrading enzyme in HEK cells; FAbetaB cleavage, fluorescence polarization; 0.41% of 320,000 active; P14735; inhibition, % at 5.59 µM; AID 434962;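 active = percent inhibition above the average of all tested compounds plus 3 SD, set per screening campaign, cut at about 16% in these data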;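 note: IDE supplied by intact live HEK cells; FP after avidin binding of uncleaved biotin substrate so inhibition keeps polarization high; 0% = DMSO wells and 100% = 60 µM reference IDE inhibitor Ii1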
Target sequence (P14735 whole entry, looked up): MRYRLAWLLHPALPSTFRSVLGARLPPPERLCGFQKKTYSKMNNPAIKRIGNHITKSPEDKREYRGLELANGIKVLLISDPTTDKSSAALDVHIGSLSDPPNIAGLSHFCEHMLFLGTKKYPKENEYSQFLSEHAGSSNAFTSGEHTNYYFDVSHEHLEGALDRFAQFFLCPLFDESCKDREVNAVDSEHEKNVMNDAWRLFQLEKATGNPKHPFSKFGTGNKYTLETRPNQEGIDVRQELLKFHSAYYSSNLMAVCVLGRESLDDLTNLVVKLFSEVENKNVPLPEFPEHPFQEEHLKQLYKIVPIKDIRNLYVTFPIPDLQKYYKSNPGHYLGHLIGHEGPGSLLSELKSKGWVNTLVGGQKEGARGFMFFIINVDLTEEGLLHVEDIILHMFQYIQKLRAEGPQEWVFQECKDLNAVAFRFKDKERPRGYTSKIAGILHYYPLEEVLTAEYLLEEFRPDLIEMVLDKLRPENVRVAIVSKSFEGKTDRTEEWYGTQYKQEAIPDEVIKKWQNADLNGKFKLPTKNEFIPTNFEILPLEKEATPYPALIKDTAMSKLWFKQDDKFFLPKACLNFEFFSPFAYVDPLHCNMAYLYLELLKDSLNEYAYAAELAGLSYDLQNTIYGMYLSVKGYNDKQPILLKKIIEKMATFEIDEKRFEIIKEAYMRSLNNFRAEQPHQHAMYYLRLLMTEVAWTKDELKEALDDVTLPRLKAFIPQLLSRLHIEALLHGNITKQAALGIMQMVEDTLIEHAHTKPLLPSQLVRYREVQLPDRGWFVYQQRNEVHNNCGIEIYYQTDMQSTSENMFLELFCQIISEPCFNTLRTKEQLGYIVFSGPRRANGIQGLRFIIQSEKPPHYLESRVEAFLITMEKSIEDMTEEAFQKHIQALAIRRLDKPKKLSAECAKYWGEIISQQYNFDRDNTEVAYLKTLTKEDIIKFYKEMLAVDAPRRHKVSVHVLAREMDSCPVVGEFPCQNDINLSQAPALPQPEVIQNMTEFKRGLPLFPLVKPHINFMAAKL
IDE act: IDE (human) activation, cell-based | P14735 | HEK cells, FAbeta-B cleavage, fluorescence polarization; 0% vehicle, 100% cell-free pure enzyme wells | activation, % at 5.96 µM | 0.073% of 340,000 active | AID 493087;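 active = activation above the mean of all tested compounds plus 3 SD, set per screening campaign, cut at about 17% in these data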
MEKK2mut PB1 HTS: signal of MEK5 binding to mutant human MEKK2 PB1 domain | bead flow cytometry, Alexa488-MEK5 binding to MEKK2 mutant | percent response, % at 10 µM | 0.35% of 290,000 active | AID 1530; in the data active = percent response above about 24%, passing the limit was not always enough; note: inactives centre near 1; some results filed as inactive read as strong as hits; reference of the scale not given here
NALP1 inh: inhibitors of NALP1 inflammasome in yeast; S. cerevisiae NALP1/ASC/caspase-1 growth, X-gal OD620, 72 h; inhibition, % at 10 µM; 0.61% of 280,000 active; in the data active = inhibition mostly above about 24%, no sharp cut-off; inactive = mostly below about 32%; note: some compounds called inactive have numbers as strong as hits
p-CIP stab down: compounds decreasing mouse p/CIP protein stability | Q05BA5 | F442A p/CIP-EGFP cells, EGFP fluorescence, 16 h | decrease of EGFP signal, % at 10 µM | 0.01% of 290,000 active;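 active = EGFP signal decrease of at least 30% at 10 µM or well 3 SD below plate mean, unless failing retest; inactive = the rest, including hits failing retest or dose response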; note: some compounds called inactive have numbers as strong as hits; many of its hits are not listed in these tables
MEKK3 PB1 HTS: modulators (inhibitors or enhancers) of MEK5 binding to human MEKK3 PB1 domain. 1.4% of 290,000 active. bead-based flow cytometry, Alexa488-MEK5 binding to MEKK3; actives lie on both sides; 0 = blocked by unlabeled MEK5, 100 = vehicle. binding response (% of control), % at 10 µM;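 active = binding response more than 3 SD above or below the average of its plate-row segment, actives on both sides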;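 note: Alexa488 bead fluorescence after subtracting the streptavidin-only scavenger bead signal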
Starred values were filed as active, the others as inactive; . = not tested or not shown. The list is partial, so the mix of outcomes need not match the whole.

SMILES	M18AAP inhibitor	UBC9 SUMO inh	MEKK2 WT-MEK5	IDE cell inh	IDE act	MEKK2mut PB1 HTS	NALP1 inh	p-CIP stab down	MEKK3 PB1 HTS
Cc1c(C(=O)N(Cc2ccccc2)C(C)C)cnn1-c1ccccc1	4.0	10.8	99.0	-6.4	-1.2	4.0	.	-3.5	100.0
Nc1ccc(CCc2nc3ccccc3o2)cc1	3.7	10.0	98.0	-2.9	-3.6	1.0	15.5	-17.7	102.0
Cc1ccc(CNC(=O)CCS(=O)(=O)c2cc(Br)cc3c2N(C(=O)C2CC2)CC3)o1	-1.6	19.5	99.0	-0.1	-5.9	4.0	19.2	-25.2	100.0
N#CC1(Cc2ccccc2Cl)c2ccccc2C=CN1C(=O)c1ccccc1 (stereo not given)	1.3	-0.3	.	-2.4	2.2	.	-5.3	-5.9	.
COC(=O)c1cc(OC)c(OC)cc1NC(=O)c1ccc(C)o1	-5.5	1.9	120.0	-0.9	6.2	13.0	37.2	7.8	114.0
Cn1ncc(C(=O)Nc2ccc(OC(F)(F)F)cc2)c1-n1cccc1	-12.2	25.1	98.0	1.2	-4.5	-1.0	.	-11.8	96.0
CN(C(=O)c1ccc(F)cc1)c1ccccc1C(=O)NCc1ccccc1	-3.1	3.3	109.0	5.9	-6.1	9.0	6.2	-12.1	106.0
COc1ccc(-c2csc(NC(=O)c3ccc(OCC(=O)N4CCOCC4)c(OC)c3)n2)cc1	-3.1	-5.1	100.0	3.5	-3.6	-1.0	21.2	7.1	96.0
N#Cc1c2c(c[nH]c1=O)CCN2Cc1ccccc1	1.4	-26.7	95.0	16.3*	-25.9	-1.0	-0.8	-16.4	90.0
CCc1cc(C(=O)OC)c(NC(=O)CC2SC(=NC)N(C)C2=O)s1 (stereo not given)	2.9	11.0	96.0	-2.1	-6.3	-5.0	6.4	9.0	101.0
COc1ccc(C(=O)Nc2cccc3nc(C)ccc23)c(OC)c1	-0.7	0.9	95.0	-0.3	3.4	11.0	20.4	-3.2	96.0
O=C(c1cccc(NC2=NC3CS(=O)(=O)CC3S2)c1)N1CCN(c2cccc(Cl)c2)CC1 (stereo not given)	-3.7	-3.0	98.0	6.0	-5.4	-1.0	-4.7	-6.3	102.0
COC(=O)Cn1cc(S(=O)(=O)NCc2ccc(C)cc2)c2cc([N+](=O)[O-])ccc21	4.7	-0.5	101.0	.	1.5	16.0	-6.6	3.9	108.0
O=[N+]([O-])c1ccc(N/N=C\c2ccccc2OCc2ccccc2)cc1	-10.4	11.7	9.0*	-3.7	4.2	9.0	14.2	-11.6	96.0
CCOc1ccccc1N(C(=O)CNC(=O)c1ccco1)C(C(=O)NC1CCCC1)c1ccncc1 (stereo not given)	-4.0	1.4	93.0	2.3	4.3	-6.0	26.0	-5.9	97.0
Cc1c(NC(=O)OCCNC(=O)COc2c(Cl)cccc2Cl)sc(=S)n1C	3.2	-21.9	103.0	3.5	1.1	3.0	14.8	13.2	101.0
COCc1n[nH]c(=S)n1-c1cccc2ccccc12	8.8	-2.7	98.0	6.2	0.7	3.0	9.8	-2.4	98.0
COC(=O)CNC(=O)c1ccc(F)cc1	3.1	9.8	102.0	0.4	.	-2.0	-8.4	9.4	99.0
COc1ccc(Cl)cc1NC(=O)c1ccco1	-7.2	8.3	109.0	-1.2	1.5	18.0	10.5	-5.4	106.0
O=C(CN1C(=O)CCC1=O)Nc1nc(-c2ccc(Cl)s2)cs1	3.0	13.9	107.0	3.7	3.0	1.0	18.6	0.8	106.0
CCOc1cc(NC(=O)C2CC2)c(OCC)cc1NC(=O)c1cc(OC)c(OC)c(OC)c1	9.0	-2.5	94.0	3.3	-0.3	2.0	5.6	8.0	99.0
N#CCNC1CC(=O)N(c2ccccc2)C1=O (stereo not given)	2.5	3.1	111.0	-0.2	4.1	10.0	8.3	6.9	108.0
CCc1[nH]nc(C(=O)N2CCCC(C(=O)c3cccc(C(F)(F)F)c3)C2)c1C (stereo not given)	1.8	4.3	94.0	3.0	-5.6	1.0	-21.4	-13.3	99.0
Cc1ccc(S(=O)(=O)NCCC(=O)Nc2ccc(Cl)c(Cl)c2)cc1C	0.7	-11.1	87.0	-0.6	3.6	0.0	24.1	-7.2	96.0
CCOC(=O)/C(N=O)=C(\O)C1CCN(C(=O)OCC)CC1	-3.3	9.9	110.0	0.7	6.2	7.0	7.3	-4.3	105.0
CCC(c1nnc(SCC(=O)Nc2ccc(NC(C)=O)cc2)n1Cc1ccccc1)N(C)C (stereo not given)	-2.8	2.4	104.0	-2.3	1.7	-2.0	5.4	15.2	100.0
Oc1oc(-c2ccccc2)nc1C=NCc1ccncc1	7.7	1.1	100.0	2.0	-3.6	1.0	6.3	-2.8	109.0
Cc1cc(OC(=O)c2ccccc2Br)cc(=O)n1C	3.0	-0.2	94.0	3.4	1.1	-8.0	6.9	-8.9	85.0
COc1ccc(N)cc1-n1cnnn1	-4.4	-17.4	99.0	2.0	-1.3	2.0	-3.9	2.9	105.0
COc1ccc(N2C(=O)CSC2c2cccs2)cc1 (stereo not given)	4.1	-17.9	89.0	1.3	0.3	-3.0	20.9	-12.7	84.0

Taken from the listing, 3 compounds:
SMILES	M18AAP inhibitor	UBC9 SUMO inh	MEKK2 WT-MEK5	IDE cell inh	IDE act	MEKK2mut PB1 HTS	NALP1 inh	p-CIP stab down	MEKK3 PB1 HTS
Cc1ccc(S(=O)(=O)NCCC(=O)Nc2ccc(Cl)c(Cl)c2)cc1C	0.7	-11.1	87.0	-0.6	3.6	0.0	24.1	-7.2	96.0
CCOC(=O)/C(N=O)=C(\O)C1CCN(C(=O)OCC)CC1	-3.3	9.9	110.0	0.7	6.2	7.0	7.3	-4.3	105.0
CCC(c1nnc(SCC(=O)Nc2ccc(NC(C)=O)cc2)n1Cc1ccccc1)N(C)C (stereo not given)	-2.8	2.4	104.0	-2.3	1.7	-2.0	5.4	15.2	100.0

(more compounds)
SMILES	M18AAP inhibitor	UBC9 SUMO inh	MEKK2 WT-MEK5	IDE cell inh	IDE act	MEKK2mut PB1 HTS	NALP1 inh	p-CIP stab down	MEKK3 PB1 HTS
O=C(Oc1ccc2cc(Br)ccc2c1)N1CCCCCC1	-2.7	-3.0	98.0	1.1	.	0.0	35.7	4.5	101.0
COc1ccc(NC(=O)COc2ccccc2Cc2ccccc2)cc1S(N)(=O)=O	-3.0	-31.3	104.0	1.0	7.2	1.0	11.9	-6.2	101.0
O=C(CN1CCCCCC1)N/N=C/c1cccs1	-0.1	12.5	107.0	-7.0	4.2	7.0	0.3	0.2	106.0
CN(C(=S)NC(=O)c1ccc(Br)o1)c1ccccc1	1.3	8.7	101.0	-2.5	-7.4	1.0	6.7	7.2	100.0
CN1CCN(CCOc2ccc(Cc3ccccc3)cc2)CC1	2.5	10.3	103.0	-0.4	4.5	10.0	17.8	-0.6	101.0
Cc1cc(NC(=O)CSc2nc3ccccc3n2CC(C)C)no1	0.5	3.8	95.0	5.5	2.7	-8.0	-6.3	-2.7	94.0
CCCCn1c(Cn2nc(C(=O)O)c3ccccc3c2=O)nc2cc(S(N)(=O)=O)ccc21	5.8	5.6	104.0	2.7	3.2	9.0	-2.7	-11.7	105.0
COc1ccc(N2CCN(c3ccc4nnc(CCC(=O)Nc5ccc(C)cc5)n4n3)CC2)cc1	4.0	-11.6	104.0	-0.9	-4.9	0.0	12.7	-3.9	103.0
COCCN1C=C(C(=O)OC)C(c2cc(Br)c(OC)c(OC)c2)C(C(=O)OC)=C1	-4.2	27.3	101.0	0.1	6.3	-1.0	15.2	-10.4	100.0
Cc1c(C(=O)NN)sc(=S)n1C	-4.7	18.4	94.0	-4.1	2.6	-3.0	5.2	-46.8	90.0
CCn1c(SCC(=O)Nc2nccs2)nnc1-c1ccccc1	3.0	-4.3	96.0	8.1	9.3	3.0	26.1	-6.3	101.0
O=C1c2ccccc2C(=O)N1OCc1c(F)cccc1Cl	0.9	-5.0	99.0	-0.6	4.7	4.0	23.3	6.2	103.0
Cc1cc(C)cc(Oc2ccccc2/C=N\O)c1	-3.5	1.4	104.0	4.2	1.7	-6.0	26.2	3.5	104.0
CCn1nc(C)c(C2C(C#N)=C(N)Oc3n[nH]c(C)c32)c1C (stereo not given)	-5.8	23.6	110.0	5.9	-3.0	5.0	21.9	-6.9	110.0
COc1ccc(NC(=O)CN2CCN(S(=O)(=O)N(C)C)CC2)cc1	3.1	8.5	106.0	3.7	-1.5	4.0	0.3	-14.1	103.0
O=S(=O)(NCC(c1ccccc1)N1CCNCC1)c1ccc(Cl)cc1 (stereo not given)	-6.4	7.1	108.0	0.4	-0.6	3.0	10.5	0.4	100.0
CN1CCC(OC(=O)c2ccc(Cl)cc2Cl)CC1	-2.4	1.8	83.0	5.4	0.9	-8.0	-4.6	-7.5	96.0
CCOc1cc(C(=S)N2CCCC2)ccc1OC	-4.3	-12.2	106.0	2.1	2.8	6.0	4.6	-13.4	103.0
CCCn1c(Nc2ccccc2C)nc2ccccc21	-3.2	8.7	102.0	4.2	2.5	3.0	17.2	-2.4	114.0
COCCNCCCCOc1ccc(C)cc1[N+](=O)[O-]	-4.3	16.2	98.0	-0.8	3.5	0.0	14.8	-4.6	98.0

Structures listed above printed as active in MEKK2 WT-MEK5:
SMILES	M18AAP inhibitor	UBC9 SUMO inh	MEKK2 WT-MEK5	IDE cell inh	IDE act	MEKK2mut PB1 HTS	NALP1 inh	p-CIP stab down	MEKK3 PB1 HTS
O=[N+]([O-])c1ccc(N/N=C\c2ccccc2OCc2ccccc2)cc1	-10.4	11.7	9.0*	-3.7	4.2	9.0	14.2	-11.6	96.0

Arranged by number of heavy atoms (largest number first): part of the list above
SMILES	M18AAP inhibitor	UBC9 SUMO inh	MEKK2 WT-MEK5	IDE cell inh	IDE act	MEKK2mut PB1 HTS	NALP1 inh	p-CIP stab down	MEKK3 PB1 HTS
COc1ccc(NC(=O)CN2CCN(S(=O)(=O)N(C)C)CC2)cc1	3.1	8.5	106.0	3.7	-1.5	4.0	0.3	-14.1	103.0
CCn1nc(C)c(C2C(C#N)=C(N)Oc3n[nH]c(C)c32)c1C (stereo not given)	-5.8	23.6	110.0	5.9	-3.0	5.0	21.9	-6.9	110.0
COCCNCCCCOc1ccc(C)cc1[N+](=O)[O-]	-4.3	16.2	98.0	-0.8	3.5	0.0	14.8	-4.6	98.0

(list continues)
SMILES	M18AAP inhibitor	UBC9 SUMO inh	MEKK2 WT-MEK5	IDE cell inh	IDE act	MEKK2mut PB1 HTS	NALP1 inh	p-CIP stab down	MEKK3 PB1 HTS
Cc1cc(O)c(-c2n[nH]c3c2C(c2cccc(O)c2)N(Cc2cccnc2)C3=O)cc1Cl (stereo not given)	6.5	-3.4	94.0	-2.2	3.8	-7.0	2.9	-7.2	93.0
CC(=O)c1cccc(NC(=O)CC2S/C(=N/N=C/c3ccccc3)NC2=O)c1 (stereo not given)	4.3	12.8	95.0	3.7	-2.5	-4.0	0.8	2.3	99.0
CCCCNC(=O)Oc1cc(CCl)on1	0.1	16.2	97.0	2.1	.	-7.0	-0.3	-2.9	95.0
Cc1ccc(C(=O)N2CC(=O)Nc3ccccc32)o1	1.5	-6.7	104.0	1.1	-2.8	5.0	15.0	13.0	104.0

Source: PubChem BioAssay (several laboratories)
